Pf apPOL block: Pf-apPOL DNA polymerase inhibition; actives 0.25% (n = 210,000); inhibition, % at 10 µM; Recombinant Pf-apPOL, molecular beacon fluorescence, 1.5 h
mHTT CaM bind: disrupts binding of mutant huntingtin to calmodulin; AlphaScreen His-mHTT/GST-CaM binding, luminescence; inhibition, % at 15 µM; P42858; actives 3.6% (n = 190,000);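 note: 0% = both proteins with DMSO and 100% = one protein alone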
Target sequence (P42858 whole entry, looked up, stated change not applied): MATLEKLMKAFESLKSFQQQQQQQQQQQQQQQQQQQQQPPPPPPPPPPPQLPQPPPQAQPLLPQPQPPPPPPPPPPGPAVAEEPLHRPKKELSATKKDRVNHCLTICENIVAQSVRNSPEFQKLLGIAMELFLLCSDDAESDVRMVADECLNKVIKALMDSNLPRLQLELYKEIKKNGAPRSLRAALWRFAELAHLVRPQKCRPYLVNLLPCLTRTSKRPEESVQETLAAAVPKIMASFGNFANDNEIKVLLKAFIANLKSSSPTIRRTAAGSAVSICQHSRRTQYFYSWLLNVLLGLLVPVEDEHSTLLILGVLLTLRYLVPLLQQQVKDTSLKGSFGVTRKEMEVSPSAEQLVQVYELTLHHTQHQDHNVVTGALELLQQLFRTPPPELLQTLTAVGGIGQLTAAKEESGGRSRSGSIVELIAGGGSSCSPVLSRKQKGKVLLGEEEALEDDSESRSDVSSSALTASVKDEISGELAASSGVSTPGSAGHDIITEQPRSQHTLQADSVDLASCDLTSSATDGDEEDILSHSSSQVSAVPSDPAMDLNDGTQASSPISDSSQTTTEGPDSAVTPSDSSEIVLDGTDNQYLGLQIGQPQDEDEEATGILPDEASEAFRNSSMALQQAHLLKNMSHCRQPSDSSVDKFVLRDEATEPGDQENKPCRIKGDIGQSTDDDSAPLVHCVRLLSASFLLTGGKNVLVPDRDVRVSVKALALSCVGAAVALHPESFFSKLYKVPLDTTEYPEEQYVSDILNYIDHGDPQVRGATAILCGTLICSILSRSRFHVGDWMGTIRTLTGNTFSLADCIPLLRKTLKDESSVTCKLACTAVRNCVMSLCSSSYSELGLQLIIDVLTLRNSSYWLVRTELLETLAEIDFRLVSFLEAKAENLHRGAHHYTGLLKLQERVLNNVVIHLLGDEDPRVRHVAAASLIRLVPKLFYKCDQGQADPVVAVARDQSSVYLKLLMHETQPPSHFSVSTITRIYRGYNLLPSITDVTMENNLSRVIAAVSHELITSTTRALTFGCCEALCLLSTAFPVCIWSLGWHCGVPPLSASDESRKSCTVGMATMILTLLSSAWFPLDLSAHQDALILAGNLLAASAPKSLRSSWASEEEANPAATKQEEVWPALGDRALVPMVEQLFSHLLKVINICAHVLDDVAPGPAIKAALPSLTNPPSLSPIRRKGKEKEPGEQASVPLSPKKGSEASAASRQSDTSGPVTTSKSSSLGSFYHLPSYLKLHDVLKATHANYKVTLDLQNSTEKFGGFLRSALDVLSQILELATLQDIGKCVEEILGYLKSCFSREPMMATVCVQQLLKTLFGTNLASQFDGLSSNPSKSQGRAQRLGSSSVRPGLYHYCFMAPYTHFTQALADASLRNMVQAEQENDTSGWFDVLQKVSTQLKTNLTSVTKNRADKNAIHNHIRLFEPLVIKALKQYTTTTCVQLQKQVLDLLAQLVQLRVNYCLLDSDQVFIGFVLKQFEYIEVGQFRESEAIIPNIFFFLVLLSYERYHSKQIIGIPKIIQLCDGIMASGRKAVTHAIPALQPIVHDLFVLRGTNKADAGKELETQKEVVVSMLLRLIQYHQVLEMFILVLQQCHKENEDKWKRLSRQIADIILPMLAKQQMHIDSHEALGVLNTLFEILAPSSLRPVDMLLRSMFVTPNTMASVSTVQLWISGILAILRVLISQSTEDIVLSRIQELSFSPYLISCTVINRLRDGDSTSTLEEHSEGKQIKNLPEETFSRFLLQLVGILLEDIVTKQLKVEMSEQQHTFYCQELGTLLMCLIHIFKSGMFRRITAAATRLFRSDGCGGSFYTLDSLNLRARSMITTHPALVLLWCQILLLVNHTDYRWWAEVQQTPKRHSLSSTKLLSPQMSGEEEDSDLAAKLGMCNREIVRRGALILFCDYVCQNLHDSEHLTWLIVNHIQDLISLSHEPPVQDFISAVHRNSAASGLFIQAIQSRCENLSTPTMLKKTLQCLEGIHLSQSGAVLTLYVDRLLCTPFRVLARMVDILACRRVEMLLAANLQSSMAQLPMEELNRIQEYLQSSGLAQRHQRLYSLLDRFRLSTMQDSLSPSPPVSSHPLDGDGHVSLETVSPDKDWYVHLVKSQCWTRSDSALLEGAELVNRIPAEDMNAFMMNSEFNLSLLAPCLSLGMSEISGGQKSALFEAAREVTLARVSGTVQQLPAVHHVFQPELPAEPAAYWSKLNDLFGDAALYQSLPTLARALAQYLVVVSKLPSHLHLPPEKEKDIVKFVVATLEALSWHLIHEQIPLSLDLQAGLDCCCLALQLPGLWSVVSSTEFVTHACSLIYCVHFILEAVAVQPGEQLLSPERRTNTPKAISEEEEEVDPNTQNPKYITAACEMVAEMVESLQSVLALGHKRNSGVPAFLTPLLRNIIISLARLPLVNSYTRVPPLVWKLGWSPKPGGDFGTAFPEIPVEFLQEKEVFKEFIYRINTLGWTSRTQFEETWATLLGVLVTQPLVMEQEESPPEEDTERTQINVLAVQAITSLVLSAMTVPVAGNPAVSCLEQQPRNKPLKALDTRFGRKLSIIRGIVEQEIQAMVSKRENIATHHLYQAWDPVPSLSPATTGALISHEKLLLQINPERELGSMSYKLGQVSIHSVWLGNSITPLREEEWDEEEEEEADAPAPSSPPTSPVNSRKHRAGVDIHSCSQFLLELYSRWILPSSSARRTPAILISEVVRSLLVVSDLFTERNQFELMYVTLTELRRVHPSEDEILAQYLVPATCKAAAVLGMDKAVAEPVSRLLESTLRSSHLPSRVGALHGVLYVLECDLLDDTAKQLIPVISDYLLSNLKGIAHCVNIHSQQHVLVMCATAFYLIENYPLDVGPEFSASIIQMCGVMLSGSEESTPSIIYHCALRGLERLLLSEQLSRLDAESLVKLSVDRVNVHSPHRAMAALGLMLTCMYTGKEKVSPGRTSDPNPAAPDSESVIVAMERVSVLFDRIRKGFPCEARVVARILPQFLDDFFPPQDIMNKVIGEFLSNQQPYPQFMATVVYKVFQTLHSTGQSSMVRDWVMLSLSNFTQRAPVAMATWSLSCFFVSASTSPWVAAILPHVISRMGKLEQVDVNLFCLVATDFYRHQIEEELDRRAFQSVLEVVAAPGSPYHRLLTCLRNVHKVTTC
Numbers without * were called inactive; nt = no result given; & = joins results of further samples. Cut-off read from the data, not from the text of the source: active = inhibition above about 50%; inactive = the rest.

SMILES	Pf apPOL block	mHTT CaM bind
NS(=O)(=O)c1cccc(S(=O)(=O)c2ccc(Cl)c(S(N)(=O)=O)c2)c1	-10	-2
COc1ccc(CCN2CC(C(=O)NCCc3ccc(C)cc3)CC2=O)cc1OC (centres undefined)	6	7
COc1ccc(NC(=O)c2ccncc2)c([N+](=O)[O-])c1	4	-2
Cn1cc(CC(=O)Nc2cccc(C#N)c2)c2ccccc21	-6	7
CSc1ccccc1NC(=O)c1c(Br)cnn1C	2	-14
Cc1c(C(=O)N2CCN=C2SCc2ccccc2)cccc1[N+](=O)[O-]	-4	10
CN(C)c1ccc(-c2noc(C(=O)NC3CCCCCCC3)n2)cc1	2	-8
Cc1cc(C)c(C#N)c(SCSc2ccccc2)n1	-18	-96
Cc1ccccc1C1CC(c2ccc(Br)cc2)Nc2nc(N)nn21 (centres undefined)	0	71*
CCOc1ccccc1CNC(=O)CCC(=O)N1CCCn2nc(C)cc21	0	2
COC(=O)Cc1nc(NC(=O)C2CCC2C(=O)O)sc1C (centres undefined)	-4	nt
COc1ccc(Cc2cnc(NC(C)=O)s2)cc1	2	1
O=C(Cc1ccsc1)N1CCC(Nc2ncnc3c2CCC3)CC1	-5	-2
CC1=CC(=NS(=O)(=O)c2ccc(Cl)cc2)C(C)=CC1=O	-2	65*
CC1CCCN(CC2CCN(S(=O)(=O)c3ccc(F)cc3F)CC2)C1 (centres undefined)	-3	-8
Cc1nnc2n1N=C(c1ccc(CC(C)C)cc1)C(C)S2 (centres undefined)	-36	nt
CCOc1cc(/C=C2\C(=O)NN(c3cccc(Cl)c3)C2=O)ccc1O	-4	8
O=C(c1ccsc1)N1CC2CC(NS(=O)(=O)c3ccccc3)C1C2 (centres undefined)	0	0
CC(C)CNC(=O)C1CCCN(c2cnc3nccnc3c2)C1 (centres undefined)	0	-4
Cc1[nH]n(-c2ccccc2)c(=O)c1C=Nc1cc(Br)ccc1O	1	89*
CC1(C)Cc2cccc(OCC(=O)NCC3COC4(CCCCC4)O3)c2O1 (centres undefined)	-2	4
Cc1noc(C)c1CN1CCN(C(=O)C2CC(=O)N(c3ccccc3)C2)CC1 (centres undefined)	2	-17
O=C(O)c1ccc(NC(=O)c2ccccc2Cl)cc1	-4	4
CC(=O)Nc1ccc2nc(NC(=O)c3cccc(C(F)(F)F)c3)sc2c1	1	-7
O=C(Cn1nnc(-c2ccccc2Cl)n1)Nc1cccc(C(F)(F)F)c1	-1	-3
SMILES	Pf apPOL block	mHTT CaM bind
COc1ccc(CNS(=O)(=O)c2ccc(F)c(C(=O)Nc3cccc(F)c3)c2)cc1	-2	-2
O=S1(=O)c2c(cccc2N2CCC[C@H]2CO)OCCCN1C1CC1	0	-4
COc1cc(OC)cc(-c2nc(-c3ccc(Cl)cc3)no2)c1	-8	-5
O=C(Nc1ccc2ncnc(N3CCCCC3)c2c1)C1CCCO1 (centres undefined)	-2	-11
Cc1ccc(Oc2ccc(NC(=O)C3CCC(N4C(=O)C5C6C=CC(C6)C5C4=O)CC3)cc2)cc1 (centres undefined)	-10	4
O=C(c1ccccc1Cl)N1CCC(c2ccncc2)CC1	-1	-2
CCc1nnc(NC(=O)COc2ccc(Cl)cc2Cl)s1	-6	3
Cc1ccccc1S(=O)(=O)N1CCC(n2cnc3c(Cl)cccc3c2=O)CC1	1	-13
CCC1C(=O)C(C)(C)C(=O)OC1c1ccc([N+](=O)[O-])cc1 (centres undefined)	-9	-2
Cc1ccc(NC(=O)c2ccc(F)c(S(=O)(=O)NCc3ccccc3)c2)cc1F	-2	5
CC(CCc1ccccc1)NC(=O)c1cc2n(n1)CCCN(Cc1cccc(F)c1)C2=O (centres undefined)	1	-1
Cc1nnsc1C(=O)NCc1ccc(N2CCOCC2)cc1	4	nt
O=C1CCN(Cc2ccccc2)CCN1[C@H](CO)c1ccccc1	-2&-4	-8&4
Cc1nnsc1-c1nnc(SCC(=O)c2ccc3c(c2)OCO3)n1C1CC1	-14	nt
O=c1[nH]cnc2c1nc(N1CCCCC1)n2C1OC(CO)C(O)C1O (centres undefined)	0	2
O=C(Cn1ccc2sccc2c1=O)Nc1ccc(Cl)cc1	2	-8
Cc1ccc(CN2CCC(C(=O)N3CCN(c4ccccc4F)CC3)CC2)o1	-1	14
Cc1ccc(C(=O)Cn2c3ccccc3n3nc(CCC(=O)O)c(=O)nc23)cc1	-4	2
O=C(Cn1c(=O)n(-c2ccc(F)cc2)c(=O)c2sccc21)Nc1cccc(Cl)c1	-3	6
CCOC(=O)N1CCN(CC(C)c2ccccc2)CC1 (centres undefined)	1	-7
CCNC(=O)/C(=C\c1ccc2c(c1)OCO2)NC(=O)c1ccco1	-9	1
COc1ccc(-c2ccc[nH]2)cc1	-31	62*
CCc1ccc2oc(-c3cc(N)ccc3Cl)nc2c1	-8	17
COc1cc(C(=O)Nc2sc3c(c2C#N)CCC(C)C3)c(Br)c(OC)c1OC (centres undefined)	-4	4
Cc1cccc(C(=O)NCCS(=O)(=O)N2CCN(c3cccc(Cl)c3)CC2)c1	-8	10
SMILES	Pf apPOL block	mHTT CaM bind
CCc1cc2c(=O)c(Oc3ccccc3)c(C)oc2cc1OC	-13	2
CC(C)(Cc1ccc(O)cc1)NC(=O)Cc1ccccc1	-1	0
COc1cccc(CNC(=O)c2c(C)oc3ccn(C)c(=O)c23)c1	1	12
COc1c2c(nc3occc13)C(CC=C(C)C)(OC)C(=O)C=C2 (centres undefined)	-10	nt
CCN(Cc1cc(-c2ccc(F)cc2)on1)C(=O)c1cccs1	0	-4
NC(=O)c1cc2ccc(O)cc2oc1=Nc1cccc(C(F)(F)F)c1	-1	34
CNC(=O)N(C)Cc1ccsc1	2	-1
O=C(Nc1nc(=O)c2ccccc2s1)c1ccc(Cl)c(Cl)c1	-9	2
CCC(C(=O)NNC(=O)c1cc(OC)c(OC)c(OC)c1)c1ccccc1 (centres undefined)	-5	nt
COc1ccc(-c2cc3nc4c(c(=O)n3[nH]2)CN(C(=O)c2ccc(C)nc2)CC4)cc1	1	2
CN1CCN(CCNC(=O)CC2CCN(C(=O)c3ccccc3Cl)CC2)CC1	-4	-6
O=C(CC1(O)C(=O)N(Cc2ccccc2Cl)c2ccccc21)c1ccccn1 (centres undefined)	-5	18
CCC(=O)N1CCc2sc(C(=O)NCc3ccc(C)cc3)cc2C1	-8	2
CCc1ccc(C(C#N)=CC=Cc2ccccc2)cc1	-5	nt
O=C(Cn1ccc2sccc2c1=O)Nc1cccc(C(F)(F)F)c1	4	-8
O=C(Nc1ccc(F)c(Cl)c1)c1cc(S(=O)(=O)NCCc2ccccc2)ccc1F	-6	76*
Cc1ccc(N2CC(C(=O)NCc3ccc4c(c3)OCO4)CC2=O)cc1 (centres undefined)	-1	-7
CCOc1cccc(N2CCN(C(=O)c3cccc(F)c3)C(C)C2=O)c1 (centres undefined)	2	-4
CC(C)CN(CC(C)C)S(=O)(=O)N1CCC(C(=O)NC2CC2)CC1	-12	0
NNC(=O)CSc1nc2scc(-c3ccccc3)c2c(=O)n1-c1ccccc1	2	nt
O=C(NC1CCCCC1)C1=Cc2cc(Cl)ccc2OC=C1	-1	-9
Cc1cccc(NC(=O)c2ccccc2Cl)c1C(=O)O	-2	-2
CCC(=O)N1CCc2cc(Br)cc(S(=O)(=O)CCC(=O)NCc3ccccc3)c21	-7	6
O=C(O)c1ccc(N2C(=O)c3ccccc3C2=O)cc1	2	-7
Cc1cccc(/C=C2\N=C(c3ccc(Cl)c([N+](=O)[O-])c3)OC2=O)c1	13	24
SMILES	Pf apPOL block	mHTT CaM bind
O=C(Nc1ccc(N2CCCN(Cc3ccoc3)CC2)nc1)C1CCCC1	0	-4
O=C(NCc1ccco1)C1CC(c2ccc(Cl)cc2)=NO1 (centres undefined)	-1	-5
CCOc1ccc(-c2cn(-c3ccc(Br)cc3)c(=O)[nH]2)cc1Cl	-4	26
CCc1ccc(NC(=O)C(=O)NCC2CCN(C(=O)c3ccc(Br)cc3)CC2)cc1	-9	-3
Cc1ccc(C)c(NC(=O)C2CC(=O)N(c3ccccc3)C2)c1 (centres undefined)	-4	-2
COc1ccc(C(CCN2CCCCC2)c2c(OC)cc(OC)c3c(-c4ccccc4)cc(=O)oc23)cc1 (centres undefined)	-8	99*
Clc1ccc(-n2ncc3c(N4CCC5(CC4)OCCO5)ncnc32)cc1	-9	7
O=C(O)c1ccccc1-c1ccccc1C(=O)Nc1ccccc1	-7	3
Cn1c(SCc2ccccc2Cl)nc2ccccc21	-10	-38
COc1cc(C)ccc1NC(=O)CCc1ccccc1	-6	-16
Nc1c(C(=O)NCc2cccs2)nnn1-c1ccc(OC(F)(F)F)cc1	1	-5
O=C1CC2(CCN(C(=O)c3ccc4c(c3)OCO4)CC2)Oc2ccccc21	-2	10
Cc1ccc(NC(=O)Cn2c(C(C)C)nc3c(c2=O)CCN(Cc2ccccc2)C3)cc1	-4	-9
O=C(CCN1CCCCCC1)Nc1ccccc1	-11	3
CC1CCN(C(=O)c2ccc(OCC3CCN(C(=O)c4ccco4)CC3)cc2)CC1	-7	0
COc1cccc(C2=CC(c3cc(Br)ccc3F)n3ncnc3N2)c1 (centres undefined)	0	3
COc1ccc(C2C3=C(CC(c4ccco4)CC3=O)Nc3ccccc3N2C(C)=O)cc1 (centres undefined)	10	-4
Cc1nnc(SC2CC(=O)N(c3ccc(Oc4ccccc4)cc3)C2=O)s1 (centres undefined)	3	22
Cc1cc(C)c2c(=O)c(-c3cc(C(=O)O)c4cc5ccccc5cc4n3)coc2c1	-3	nt
Cc1cc(C)n(-c2ccc(SCC(=O)N3CCCc4ccccc43)nn2)n1	-10	9
COC(=O)Nc1ccc(S(=O)(=O)N2CCCC(C(=O)N3CCCC4CCCCC43)C2)cc1 (centres undefined)	-8	8
Cc1oc(-c2cccs2)cc1C(=O)O	0	nt
CSc1cccc(NC(=O)C=Cc2ccc(C(C)C)cc2)c1	3	nt
O=[N+]([O-])c1ccc(NC(c2ccccn2)c2ccc3cccnc3c2O)cc1 (centres undefined)	-2	100*
COc1ccc(Nc2c([N+](=O)[O-])c(=O)n(C)c3ccccc23)cc1	2	19
SMILES	Pf apPOL block	mHTT CaM bind
COc1cc(NC(=O)CCN2C(=O)c3ccc([N+](=O)[O-])cc3C2=O)c(C(=O)O)cc1OC	0	-5
COc1ccc(CNC(=O)c2cc3n(n2)CCCN(Cc2cccc(C)c2)C3=O)cc1	0	-3
CCCCOc1ccc(C2(C)CC(=O)NC2=O)cc1 (centres undefined)	6	-1
O=c1c2cc(Br)ccc2oc2ccc([N+](=O)[O-])cc12	-1	-2
Cc1nc2c(C(=O)NCCc3ccccc3)c[nH]n2c(=O)c1Cc1ccc(Cl)cc1	-5	68*
O=C(c1ccc(S(=O)(=O)N2CCCC2)cc1)N1CCN(c2ccc3nncn3n2)CC1	-1	-7
COc1ccc(-c2c(C)oc3cc(OS(C)(=O)=O)ccc3c2=O)cc1	-8	8
CCn1c(=O)c(C(=O)N(C)C)nc2ccccc21	-1	-4
COc1ccc(NC(=O)c2cnn3c2NC(c2ccc(C)cc2)CC3C(F)(F)F)cc1 (centres undefined)	-4	19
CCCN1CN(Cc2ccco2)CNC1=S	nt	-6
Cc1nn2c(CNC(=O)C3CCC3)c(C)nc2s1	1	-5
O=C(O)CSCC(=O)N1CCCc2ccccc21	0	nt
CC(=O)N1CCc2ccccc2C1C(=O)NCc1cccc(C(F)(F)F)c1 (centres undefined)	-2	10
O=C1C(=Cc2ccc(F)cc2)Oc2cc(O)ccc21	-2	-8
O=C(c1ccccc1)N1CCC(C(=O)N2CCN(Cc3ccccc3)CC2)CC1	-2	0
CC1(C)CC(=O)C2=C(C1)OC(N)=C(C#N)C2c1cccc(I)c1 (centres undefined)	-4	6
COc1cc(OC)c(C(=O)CCC(=O)O)cc1OC	8&-9	2&0
O=C(NCc1cccnc1)C1CCN(c2nnc(-c3ccccc3)o2)CC1	-3	-2
COc1cc2c(cc1OC)CN(Cc1sccc1C)CC2	-11	-1
O=C1OC(c2ccc(Cl)cc2)=N/C1=C\C=C\c1ccccc1	-1	2
COc1cccc(CNC(=O)CN(C)S(=O)(=O)c2ccc3[nH]c4c(c3c2)CCCC4)c1	-2	36
Cc1cc(C(F)(F)F)cc(NNS(=O)(=O)c2ccc(Cl)cc2Cl)n1	4&9	nt
O=C(Nc1nnc(SCc2cccc(C(F)(F)F)c2)s1)c1ccccc1Cl	0	10
CC(=O)N1CCC(COc2ccc(C(=O)NC(C)C)cc2)CC1	-4	6
COc1cccc(C=C2Oc3cc(O)ccc3C2=O)c1OC	-2	-2
C=C(C)CN(CC)C1CCN(C(C)=O)CC1	-1	-2
Cc1c(Cl)cccc1NC(=O)N1CCC(n2cnc3ccccc3c2=O)CC1	0	1

Gathered by group: those above containing a thiophene ring, fused or not
SMILES	Pf apPOL block	mHTT CaM bind
O=C(Cc1ccsc1)N1CCC(Nc2ncnc3c2CCC3)CC1	-5	-2
O=C(c1ccsc1)N1CC2CC(NS(=O)(=O)c3ccccc3)C1C2 (centres undefined)	0	0
O=C(Cn1ccc2sccc2c1=O)Nc1ccc(Cl)cc1	2	-8
O=C(Cn1c(=O)n(-c2ccc(F)cc2)c(=O)c2sccc21)Nc1cccc(Cl)c1	-3	6
COc1cc(C(=O)Nc2sc3c(c2C#N)CCC(C)C3)c(Br)c(OC)c1OC (centres undefined)	-4	4
CCN(Cc1cc(-c2ccc(F)cc2)on1)C(=O)c1cccs1	0	-4
CNC(=O)N(C)Cc1ccsc1	2	-1
CCC(=O)N1CCc2sc(C(=O)NCc3ccc(C)cc3)cc2C1	-8	2
O=C(Cn1ccc2sccc2c1=O)Nc1cccc(C(F)(F)F)c1	4	-8
NNC(=O)CSc1nc2scc(-c3ccccc3)c2c(=O)n1-c1ccccc1	2	nt
Nc1c(C(=O)NCc2cccs2)nnn1-c1ccc(OC(F)(F)F)cc1	1	-5
Cc1oc(-c2cccs2)cc1C(=O)O	0	nt
COc1cc2c(cc1OC)CN(Cc1sccc1C)CC2	-11	-1

Source: PubChem BioAssay
